Compound activity (PubChem)
PTHR1 agonist – qHTS for PTHR1 Agonists: Primary Screen; HEK293 GP2 PTHR1 cells, GloSensor cAMP luminescence, 1 h; Potency, µM (titrated, usually from 115 µM), for the others: top-dose activation, usual class: activators; 410,000 compounds, 0.075% hits; further: potency means the concentration at half of the fitted maximal effect; nearly all actives have a fitted effect of over 55% in size; some results filed as inactive show a strong effect at the top dose; inactives centre near -15; many of its hits are not listed in these tables
Target sequence (Q03431 whole entry, looked up): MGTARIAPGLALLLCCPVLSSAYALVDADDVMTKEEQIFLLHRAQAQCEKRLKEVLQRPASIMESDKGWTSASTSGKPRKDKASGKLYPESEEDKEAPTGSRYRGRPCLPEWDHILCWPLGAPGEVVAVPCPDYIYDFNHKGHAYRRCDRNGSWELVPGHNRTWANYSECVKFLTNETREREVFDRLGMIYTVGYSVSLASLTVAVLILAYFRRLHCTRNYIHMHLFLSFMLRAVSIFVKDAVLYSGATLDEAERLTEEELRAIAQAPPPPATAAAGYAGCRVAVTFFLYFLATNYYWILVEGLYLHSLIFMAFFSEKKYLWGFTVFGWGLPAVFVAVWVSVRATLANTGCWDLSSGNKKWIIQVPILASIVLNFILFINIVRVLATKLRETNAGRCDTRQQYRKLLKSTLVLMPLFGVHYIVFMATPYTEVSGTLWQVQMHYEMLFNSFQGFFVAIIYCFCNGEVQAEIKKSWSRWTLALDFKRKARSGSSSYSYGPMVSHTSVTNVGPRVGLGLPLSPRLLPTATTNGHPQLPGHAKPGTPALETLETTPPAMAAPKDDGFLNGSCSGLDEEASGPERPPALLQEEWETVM
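HEK-293-derived GP2 cells expressing PTHR1 and a GloSensor cAMP reporter, 3,000/well, plated overnight, given luciferin plus IBMX (each 0.5 mM as added) for 1 h at 37 °C, then compound for 1 h at 37 °C. Luminescence was read after 15 min at room temperature.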
Mm-Cpn inhibitor – Inhibitors of TCP-1 ring complex (TRiC) of Methanococcus maripaludis (MmCpn): qHTS | AID 504842, 2011 | Chaperonin Mm-Cpn (Methanococcus maripaludis) | purified Mm-Cpn ATPase, ADP Transcreener TR-FRET | Potency, µM (titrated, usually from 76.9 µM), for the others: at the top dose activity, negative = inhibition, usual class: inhibitors | 330,000 compounds, 0.031% hits; further: potency means the concentration at half of the fitted maximal effect; on the % scale 0 is the no-effect control and ±100 the full control effect; nearly all actives have a fitted effect of over 80% in size
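Compound-treated chaperonin, 25 nM final, turns over 10 uM ATP at 37°C for 30 min following a 10 min preincubation; ADP generated competes with ADP-d2 for Eu-cryptate antibody, lowering FRET.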
TDP-43 yeast inh – qHTS of TDP-43 Inhibitors; 410,000 compounds, 1.8% hits; Potency, µM (doses to about 46.1 µM), for the others: at the top dose growth rescue (activation), usual class: activators; TDP-43 expressing yeast growth rescue, BacTiter-Glo, 24 h; further: potency means the concentration at half of the fitted maximal effect; % of control where 0% means no effect; nearly all actives have a fitted effect of over 50% in size
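Growth rescue of TDP-43-toxic yeast measured as ATP luminescence (BacTiter-Glo). Cells grown to mid-log in raffinose, induced in galactose at OD600=0.02, exposed to compound 24 hr at 30 deg C.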
Abeta yeast res – qHTS for compounds that reverse cellular toxicity of Amyloid beta (A-beta) peptide in yeast: Primary Screen | yeast expressing A-beta42, growth rescue, OD600, 48 h; response scale: 0% DMSO, 100% iron-clioquinol control | Potency, µM (doses to about 46.1 µM), inactives show at the highest dose growth rescue, actives largely listed as activators | 410,000 compounds, 0.063% hits | AID 1347071, 2019; further: potency means the concentration at half of the fitted maximal effect; nearly all actives have a fitted effect of over 55% in size
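Yeast A-beta toxicity model in growth medium with pinned compounds, 48 h at 30 C; growth read as absorbance at 600 nm. Normalized to FeCl3/clioquinol equimolar mix (positive) and DMSO (negative).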
GLP1R cytotox – qHTS of GLP-1 Receptor Inverse Agonists: Cytotox Screen; HEK293 cAMP-luciferase reporter cells, luminescence, 24 h; 410,000 compounds, 0.13% hits; Potency, µM (top dose mostly 38.3 µM), for inactives: at the highest dose activity change, negative = inhibition, usual class: inhibitors;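 further: loss of luciferase light is scored as toxicity; potency means the concentration at half of the fitted maximal effect; on the % scale 0 is the no-effect control and ±100 the full control effect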
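Cells in DMEM/10% Nu serum/1% pen-strep, 1536-well format. Pre-incubated 12 h, dosed with 23 nL compound, incubated a further 24 h. Luciferase detection, 12 min at room temp, luminescence.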
FUS suppressor – qHTS for Suppressors of FUS Proteinopathy: Primary screen using FUS-linked yeast assay; 390,000 compounds, 0.24% hits; AID 1347120, 2019; Potency, µM (top dose mostly 76.6 µM), for inactives: at the highest dose growth rescue (activation), hits mostly activators; S. cerevisiae FUS-expressing, growth rescue, OD600, 24 h;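 further: potency means the concentration at half of the fitted maximal effect; plate controls were DMSO vehicle for no effect and reference control for full effect; nearly all actives have a fitted effect of over 55% in size; some results filed as inactive show a strong effect at the top dose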
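Yeast FUS proteinopathy model; galactose-induced FUS (2%), starting OD 0.005. Cpds in dilution series, 24hr, 30C, 99% humidity. Abs 600 nm growth. Pos ctrl CP55940 (top 92uM final); neg ctrl DMSO.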
GLP1R inv ag – qHTS of GLP-1 Receptor Inverse Agonists (Inhibition Mode); Glucagon-like peptide 1 receptor (Homo sapiens), P43220; HEK293 GLP-1R CRE-luciferase, luminescence, 24 h; GLP-1R form is constitutively active; Potency, µM (top dose mostly 38.3 µM), for inactives: at the highest dose activity change, negative = inhibition, most hits filed as inhibitors; 410,000 compounds, 1.6% hits; AID 624417, 2012; further: potency means the concentration at half of the fitted maximal effect; on the % scale 0 is the no-effect control and ±100 the full control effect; nearly all actives have a fitted effect of over 55% in size
Target sequence (P43220 whole entry, looked up): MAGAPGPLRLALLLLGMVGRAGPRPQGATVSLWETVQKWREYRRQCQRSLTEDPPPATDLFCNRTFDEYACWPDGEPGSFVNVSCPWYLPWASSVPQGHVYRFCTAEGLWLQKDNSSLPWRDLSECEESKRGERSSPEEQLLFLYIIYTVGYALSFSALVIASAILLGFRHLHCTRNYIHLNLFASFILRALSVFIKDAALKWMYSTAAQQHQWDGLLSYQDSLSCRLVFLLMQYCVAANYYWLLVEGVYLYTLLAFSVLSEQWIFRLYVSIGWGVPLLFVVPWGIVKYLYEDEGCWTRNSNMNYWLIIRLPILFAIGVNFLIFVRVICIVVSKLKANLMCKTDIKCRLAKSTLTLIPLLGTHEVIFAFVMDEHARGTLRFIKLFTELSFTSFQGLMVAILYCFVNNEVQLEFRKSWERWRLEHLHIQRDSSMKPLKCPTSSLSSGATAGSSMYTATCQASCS
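Cells are plated, allowed 12 hours at 37 deg C, then treated with compounds for 24 hr before luciferase detection reagent is added and luminescence is read after 12 min at room temperature. The HEK293 line carries constitutively active GLP-1R with a cAMP-responsive reporter.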
pAkt inh – HTS Assay for Inhibitors of Akt Phophorylation: Primary Screen; Neuro2A IGF-stimulated pAkt S473 HTRF, 20 min; active compounds read low; activity change, % for hits at 50 µM; 360,000 compounds, 0.32% hits; in the data active means activity change below about -80%; inconclusive means mostly about -51% to -80%; further: on the % scale 0 is the no-effect control and ±100 the full control effect
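Single-point screen (50 µM final compound) in Neuro2A cells stimulated 20 min with 6 nM IGF at 37 deg C. After lysis, Ser473-phosphorylated Akt read by HTRF (ex 330 nm, em 615/665 nm) as the 665/615 ratio.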
aSyn yeast inh – qHTS of alpha-syn Inhibitors; Yeast expressing alpha-synuclein, growth rescue, BacTiter-Glo, 24 h; Potency, µM (highest dose often 46.1 µM), for inactives: top-dose growth rescue (activation), actives largely listed as activators; 370,000 compounds, 0.14% hits; AID 652106, 2013; further: potency means the concentration at half of the fitted maximal effect; % of control where 0% means no effect; nearly all actives have a fitted effect of over 65% in size
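Readout is rescue of growth in alpha-synuclein-expressing yeast, so inhibitors of toxicity appear as activators. Growth after 24 hr at 30 deg C in galactose medium is quantified by luminescence.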
* = called active by the depositor; i = inactive; ? = inconclusive; . = not tested or not shown; [ ] = another dose, or the depositor's remark. Unless noted, the call rests on the fitted dose curve; in most records, active means well fitted curve in the direction sought with a large enough effect; inconclusive means small, poorly fitted or top-dose-only effect, or another doubt; inactive means no such curve, though single readings can be large; an effect the other way counts as inactive or inconclusive.

SMILES	PTHR1 agonist	Mm-Cpn inhibitor	TDP-43 yeast inh	Abeta yeast res	GLP1R cytotox	FUS suppressor	GLP1R inv ag	pAkt inh	aSyn yeast inh
COc1ccc2nc(/C=N/NC(=O)CCCCCNC(=O)OC(C)(C)C)ccc2c1	-43%[inhibitor]	-24%	9%	0%	-24%	7%	-20%	i	5%
CCOC(=O)C1CCCN(S(=O)(=O)c2cn(C)c(=O)n(C)c2=O)C1 (configuration not stated)	i	1%	-8%	2%	-3%	-36%	-14%	i	2%
O=C(C[C@H]1C(=O)N(CCc2ccccc2)C[C@@H]1Cc1ccccc1)Nc1ccccc1	-35%[inhibitor]	1%	11%	6%	2%	?	11%	i	0%
O=S(=O)(Nc1ncccn1)c1ccc(NS(=O)(=O)c2cccc(Cl)c2Cl)cc1	i	-2%	5%	-9%	7%	8%	5%	i	1%
COc1ccc([N+](=O)[O-])cc1/C=N/NC(=O)c1nonc1N	i	-2%	12%[9.22 µM]	0%	8%	-1%	-11%	i	-2%
CCCNC(=O)CNC(=S)N(Cc1ccccc1F)C1CCCCC1	-22%	4%	?	29%	12%	16%	?	i	13%
Cc1ccc(-c2cc(C(=O)NCCc3ccc(S(N)(=O)=O)cc3)c3ccccc3n2)cc1	i	-5%	-1%	-4%	-1%	6%	-14%	i	1%
CCNc1ccc(S(=O)(=O)N(C)C)cc1[N+](=O)[O-]	-12%	1%	15%	-11%	10%	-35%	32%[activator]	i	-9%
CN(C)c1ccc(-c2nc3ccccc3n2C)cc1	-93%[inhibitor]	-8%	-3%	-33%	-9%	19%	-1%	i	-14%
COc1ccc(CC(=O)OC(C)C(=O)c2ccc(C)cc2)cc1 (configuration not stated)	-15%	1%	-15%	-10%	-4%	13%	-25%	i	12%
Cc1cccc(C)c1NC(=O)C(C1CC1)n1c(=O)c(-c2ccco2)nc2ccccc21 (configuration not stated)	-6%	.	29%	?	17%	39%	10%	i	1%
CCOC(=O)c1cc(NC(=O)SCC(=O)O)c(C)nc1C	12%[57.5 µM]	1%	0%	12%	-9%	-5%	3%	i	3%
O=C(O)c1ccc(-c2ncc[nH]2)cc1	i	-2%	12%[9.22 µM]	-12%	-10%[7.66 µM]	-19%	-9%[7.66 µM]	i	0%
Cc1ccc(C2N(c3ccccc3)C(=S)N3CCCN23)cc1 (configuration not stated)	-30%	2%	-2%	-18%	-11%	-11%	?	i	5%
Cc1ccc([N+](=O)[O-])cc1S(=O)(=O)N1CCCC1	i	2%	?	10%	14%	-7%	56%[activator]	i	2%
Cc1cccc(NC(=O)Cn2nnc(C(=O)NCc3cccs3)c2N)c1C	-7%	0%	3%	-1%	-6%	20%	1%	i	1%
O=C1/C(=C\c2cccs2)SC(=S)N1C1CCS(=O)(=O)C1 (configuration not stated)	-12%	-3%	-16%[0.397 µM]	-15%	-20%	-16%	?	i	8%
Cc1c(Br)c(C(=O)N2CCc3ccccc32)nn1C	-4%	0%	13%	0%	-18%	.	-1%	i	2%
Cc1ccc(-n2ncc3c(=O)n(CC(=O)NC4CCCCC4)cnc32)cc1	-7%[57.5 µM]	1%	5%	-4%	-2%	26%	5%	?	-5%
CCC(C)NC(=O)C1CCN(S(=O)(=O)c2ccc3c(c2)CC(C)N3C(C)=O)CC1 (configuration not stated)	0%	-3%	13%	8%	-1%	2%	13%	i	-4%
O=[N+]([O-])c1ccc(Nc2ccc(Cl)cc2)nc1	-26%	3%	?	-32%	-19%	19%	?	i	-16%
CN(c1ccc(C(=O)N2CCN(Cc3ccc4c(c3)OCO4)CC2)cc1)S(C)(=O)=O	-22%	0%	-14%	-4%	13%	11%	-9%	i	-5%
CC(NC(=O)Cc1ccsc1)c1ccc(Cl)cc1Cl (configuration not stated)	-3%	-1%	-4%	13%	26%	6%	?	i	1%
COc1ccc(CCNC(=O)C2CCN(S(=O)(=O)c3cccs3)CC2)cc1OC	i	0%	-12%	3%	-9%	6%	13%	i	0%
O=C1OC(Nc2nccs2)c2ccccc21 (configuration not stated)	-41%[57.5 µM]	-2%	-13%	3%	-11%	-7%	1%	i	1%

Record cards, from the list above. Order of screens: PTHR1 agonist | Mm-Cpn inhibitor | TDP-43 yeast inh | Abeta yeast res | GLP1R cytotox | FUS suppressor | GLP1R inv ag | pAkt inh | aSyn yeast inh
Results for O=[N+]([O-])c1ccc(Nc2ccc(Cl)cc2)nc1 = -26% | 3% | ? | -32% | -19% | 19% | ? | i | -16%
Results for O=S(=O)(Nc1ncccn1)c1ccc(NS(=O)(=O)c2cccc(Cl)c2Cl)cc1 = i | -2% | 5% | -9% | 7% | 8% | 5% | i | 1%

(further entries)
SMILES	PTHR1 agonist	Mm-Cpn inhibitor	TDP-43 yeast inh	Abeta yeast res	GLP1R cytotox	FUS suppressor	GLP1R inv ag	pAkt inh	aSyn yeast inh
COc1cccc(C(=O)N2C(C(=O)O)CSC2c2ccccc2Cl)c1 (configuration not stated)	4%	3%	17%	21%	-14%	3%	-12%	i	-1%
CC1CC(=O)NN=C1c1ccc(NCCO)c([N+](=O)[O-])c1 (configuration not stated)	i	-3%	-25%	-10%	-21%	20%	107%[activator]	i	1%
O=C(CCc1nnc(C2CCCCC2)o1)N1CCN(Cc2ccccc2)CC1	i	-4%	-24%	4%	-28%	-10%	-29%	i	14%
COc1ccc(OC)c(N(CC(=O)Nc2ccc3c(c2)OCCO3)S(C)(=O)=O)c1	i	1%	-2%	13%	0%	2%	8%	i	1%
O=C(CSc1ncn[nH]1)Nc1c(F)cc(F)cc1Br	i	0%	10%	0%	-13%	.	2%	i	-6%
CCOc1ccc(OCCCC(=O)ON=C(N)c2ccccc2Cl)cc1	-1%	2%	?	-3%	3%	-14%	-29%	i	-6%
Cc1ccnc(NC(=O)c2cc(F)c(F)cc2Cl)n1	-3%	-1%	-15%	-64%[inhibitor]	4%	-20%	-1%	i	-30%[inhibitor]
CC(C)=CC(=O)OCc1csc(CC(=O)Nc2ccccc2C)n1	-1%	-3%	7%	12%	-3%	17%	-3%	i	1%
O=C(Nc1ccccc1)C1=C[C@@H](C2CC2)C[C@@H](OCc2ccc(CO)cc2)O1	i	.	?	1%	0%	2%	-1%	i	8%
COc1ccc(CN(C(=O)c2cccs2)C(C(=O)NC2CCCCC2)c2ccc3ncccc3c2)cc1 (configuration not stated)	-8%	-2%	-6%	8%	?	.	-33%	i	-3%
N#CCCN(C(=O)COC(=O)c1ccc2c(c1)NC(=O)CS2)c1ccc2c(c1)OCCO2	i	-2%	-12%	12%	4%	21%	5%	i	-2%
O=C(Cn1c(=O)n(Cc2ccc(F)cc2)c(=O)c2sc3ccccc3c21)NCc1ccccc1	-9%	.	-3%	-20%	6%	-30%	1%	.	.
CC(=O)N1N=C(C)CC1c1ccc(O)cc1 (configuration not stated)	i	0%	1%	-9%	3%	3%	20%	i	-3%
C[C@@H](C(=O)NC1CCCCC1)N1C(=O)N2CCc3c([nH]c4ccccc34)[C@@]2(C)C1=O	-43%[inhibitor]	0%	24%	6%	-15%	15%	?	i	2%
Cc1csc(N2CCCC2=O)n1	i	-1%	-8%	2%	10%	-6%	3%	i	3%
O=C(COC(=O)c1ccco1)Nc1cccc(S(=O)(=O)N2CCCCC2)c1	-24%	-1%	18%	-12%	-10%	-2%	-20%	i	0%
O=C1C2CCCN2C(c2ccccc2)N1c1cccc(Cl)c1 (configuration not stated)	i	0%	5%	-2%	5%	-26%	6%	i	-10%
COCCN(Cc1ccc(C)cc1)C(=O)[C@H]1O[C@@H](n2ccc(=O)[nH]c2=O)[C@H](O)[C@@H]1O	-14%	.	-2%	-20%	-5%	-24%	2%	i	-5%
CCOc1ccc(NC(=O)c2cc3c(C)nn(-c4ccccc4)c3s2)cc1	i	.	17%	7%	3%	-3%	7%	.	.
CCC1NC(=O)c2cc3ccccc3cc2-n2c1nc1ccc(F)cc1c2=O (configuration not stated)	-33%	.	1%	-5%	1%	-28%	3%	i	-6%
O=C(COc1ccc([N+](=O)[O-])cc1)Nc1ccc2c(c1)CCC2	-23%	-2%	?	5%	4%	8%	?	i	-7%
O=C(NCC1CCCO1)C1CCCN(S(=O)(=O)c2cccc3nsnc23)C1 (configuration not stated)	i	1%	-6%	-8%	2%	17%	5%	i	-5%
N#Cc1nc(-c2ccccc2F)oc1N1CCCCC1	i	-3%	2%	-17%	-3%	-27%	-27%	i	-10%
CCN(CCCNC(=O)c1ccc(Sc2ccc(Cl)cc2)c(NC(C)=O)c1)c1cccc(C)c1	-11%	.	19%	0%	4%	39%	-3%	.	.
CC1(C)CC(=O)C(C=NCCN2CCNCC2)=C(O)C1	-18%	3%	-3%	0%	-23%	12%	5%	i	0%
O=C(CCn1nc(-c2ccc(Cl)cc2)ccc1=O)NCc1cccnc1	-8%[57.5 µM]	1%	-10%	14%	-5%	15%	0%	i	2%
CCCCCN(C(=O)CCC(=O)OCc1ccc(C(C)(C)C)cc1)c1c(N)n(CCCC)c(=O)[nH]c1=O	-10%	0%	-9%	-9%	?	20%	?	i	2%
COc1ccc(N(CC(=O)NCc2ccccc2)S(=O)(=O)c2c(C)nn(C)c2C)cc1	i	-1%	17%	3%	-5%	4%	16%	i	2%

Not all compounds are listed; rates above refer to the full screens.
